Source: PubChem BioAssay (National Center for Advancing Translational Sciences (NCATS))
FLuc modulator: inhibits or activates purified firefly luciferase, miR-21 counter-screen. AID 588342. P08659. Potency, µM (highest dose often 57.5 µM), without a hit: top-dose activity change, negative = inhibition, actives largely listed as inhibitors. purified FLuc, Km substrates, luminescence inhibition. 6.9% of 360,000 active; active = well fitted inhibition curve with a large enough effect; inconclusive = small, poorly fitted or top-dose-only effect;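 also: plate controls were vehicle for no effect and reference inhibitor for full effect; nearly all actives have a fitted effect of over 55% in size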
Target sequence (P08659 whole entry, looked up): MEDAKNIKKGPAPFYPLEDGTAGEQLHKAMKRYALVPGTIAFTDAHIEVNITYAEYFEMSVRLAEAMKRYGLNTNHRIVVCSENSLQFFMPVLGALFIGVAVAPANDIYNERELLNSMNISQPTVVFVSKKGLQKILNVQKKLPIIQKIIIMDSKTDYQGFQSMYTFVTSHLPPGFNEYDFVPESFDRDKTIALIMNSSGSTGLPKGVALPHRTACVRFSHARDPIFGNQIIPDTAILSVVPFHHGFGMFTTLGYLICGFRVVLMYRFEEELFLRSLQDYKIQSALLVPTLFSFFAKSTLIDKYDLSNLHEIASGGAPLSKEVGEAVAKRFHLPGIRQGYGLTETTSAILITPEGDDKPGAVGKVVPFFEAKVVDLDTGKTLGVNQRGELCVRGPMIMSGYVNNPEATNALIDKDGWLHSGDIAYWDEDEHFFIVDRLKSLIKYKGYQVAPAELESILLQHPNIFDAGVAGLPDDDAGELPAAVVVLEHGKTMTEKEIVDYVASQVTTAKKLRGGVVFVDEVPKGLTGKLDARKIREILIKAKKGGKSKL
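Purified P. pyralis luciferase, 10 nM final, with Km-level 10 uM D-luciferin and 10 uM ATP in 50 mM Tris acetate pH 7.5, 10 mM Mg acetate, 0.01% Tween-20, 0.05% BSA; 6-point qHTS titration about 60 µM downward; luminescence read.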
Starred values were filed as active, the others as inactive; ? = inconclusive. Potency is read from the fitted curve at half-maximal effect. Only part of the results is shown (hit frequency here may not be typical).

entry | smiles | FLuc modulator
1 | COc1cccc(CNC(=O)Cc2c(C)c3cc4c(C)coc4cc3oc2=O)c1 | -7.3%
2 | CN1CCN(C(c2ccc(Cl)cc2Cl)c2sc3nc(-c4ccco4)nn3c2O)CC1 (configuration not stated) | ?
3 | COc1ccccc1CNC(=O)CCC1N=C2c3ccccc3N=C(SCc3ccc(Cl)cc3)N2C1=O (configuration not stated) | 1.2%
4 | Oc1ccc(-c2nc3ccc(Cl)cn3c2Nc2ccc3c(c2)OCO3)cc1 | -17.2%
5 | O=C1OC(C(=O)Nc2ccc(Cl)c(C(F)(F)F)c2)Cc2ccccc21 (configuration not stated) | -5.7%
6 | COC(=O)c1ccccc1NC(=O)Cn1c(=O)nc(-c2ccccc2)c2cc(Cl)ccc21 | -15.7%
7 | COc1ccc(OC)c(NC(=O)C2CCCN(S(=O)(=O)c3ccc4c(c3)CCCC(=O)N4)C2)c1 (configuration not stated) | 6.1%
8 | COc1ccc(S(=O)(=O)c2c(Nc3ccc(F)cc3)sc(C(=O)c3ccc(C)cc3C)c2N)cc1 | -1.6%
9 | COc1ccc(Cl)cc1NC(=O)c1cc(S(=O)(=O)N(C)Cc2ccccc2)ccc1F | -8.8%
10 | Cc1ccc(C)c(N2CCN(C(=O)c3cc(C)nc4c3c(C)nn4-c3ccccc3)CC2)c1 | 3.3%
11 | CCc1ccc(NC(=O)CC2C(=O)N(c3cccc(OC)c3)C(=O)N2Cc2ccc(F)cc2)cc1 (configuration not stated) | -1.9%
12 | Fc1ccc(-c2noc3ncnc(NCc4cccc(Cl)c4)c23)cc1 | -9.9%
13 | Cc1ccc(OCC(=O)N(Cc2ccco2)Cc2ccco2)cc1 | -11.8%
14 | COc1ccc(-c2cc(C(F)(F)F)nc(NCCc3ccccc3)n2)cc1 | 0.3%
15 | COc1ccccc1N1CCN(C(=O)c2cc3c(-c4ccccc4F)nn(C)c3s2)CC1 | 2.5%
16 | CCOc1ccccc1NC(=O)Cn1c(=O)n(CC(=O)NCc2ccccc2Cl)c(=O)c2sccc21 | 2.7%

Reprinted at random: two entries already listed, in no set order.
entry | smiles | FLuc modulator
11 | CCc1ccc(NC(=O)CC2C(=O)N(c3cccc(OC)c3)C(=O)N2Cc2ccc(F)cc2)cc1 (configuration not stated) | -1.9%
12 | Fc1ccc(-c2noc3ncnc(NCc4cccc(Cl)c4)c23)cc1 | -9.9%

Later entries.
entry | smiles | FLuc modulator
17 | CCOc1ccc(NC(=O)c2sc3nc4c(c(-c5ccc(OC)cc5)c3c2N)C(=O)CC(C)(C)C4)cc1 | -1.3%
18 | CCCCN(CCCC)C1=C(C(=O)c2ccccc2)N(C)S(=O)(=O)c2ccccc21 | -8.9%
19 | COc1cc([N+](=O)[O-])ccc1NC(=O)N1CCC2(CC1)Nc1cc(F)ccc1-n1cccc12 | 4.8%
20 | CCOc1ccc(NC(=O)CSc2cn(CC(=O)N3CCCCCC3)c3ccccc23)cc1 | -1.4%
21 | CCN(CC)C(=O)c1sc2c(c1C)c(=O)n(-c1ccc(Cl)c(Cl)c1)c(=O)n2Cc1ccccc1C#N | -2.5%
22 | Cc1cc(C)cc(Oc2coc3c(CN4CCN(C)CC4)c(O)ccc3c2=O)c1 | -1.3%
23 | CCOc1ccccc1N(C)C(=O)c1sc2nc3n(c(=O)c2c1C)CCCC3 | -12.3%
24 | CCCc1nn2c(=O)cc(COC(=O)c3ccc(NC(=O)CCc4ccccc4)cc3)nc2s1 | -0.5%
25 | CSCC[C@@H](C(=O)Nc1cccc(F)c1)N1Cc2ccccc2C1=O | 4.0%
26 | Cc1ccc(C)c(N2CCN(C(=O)c3cnn(-c4ccccc4Cl)c3C3CCN(C(=O)OC(C)(C)C)CC3)CC2)c1 | -1.9%
27 | CN1CCN(C(=O)Cn2c(-c3cccs3)cc3ccccc32)CC1 | -1.9%
28 | Clc1ccccc1-c1nnc(-c2ccccc2CNc2ccccc2)o1 | ?
29 | COc1ccc(CCNC(=O)C2CCC(CNS(=O)(=O)c3ccc(C)cc3)CC2)cc1OC (configuration not stated) | 1.8%
30 | Cc1ccc(-n2nc(CO)c(C(=O)NCc3cccnc3)n2)cc1 | -2.9%
31 | COc1cccc(NC(=O)CN2C(=O)CSc3ccc(S(=O)(=O)N4CCCC4)cc32)c1 | -12.4%
32 | CCC(C)NC(=O)CSc1nc2c(sc3ccccc32)c(=O)n1CCc1ccc(OC)c(OC)c1 (configuration not stated) | -0.4%
33 | O=C(Cn1c(=O)n(-c2ccccc2)c(=O)c2c3c(sc21)CCCC3)Nc1ccccc1 | -5.7%
34 | Cc1ccc(NC(=O)Cn2c(=O)n(-c3ccc(C)cc3)c(=O)c3c2cnn3C)cc1 | -0.9%
35 | O=C(CCS(=O)(=O)c1nc(-c2cccs2)cc(C(F)(F)F)n1)Nc1ccc(Br)cc1 | 4.9%
36 | COc1ccc(NC(=O)CSC2=Nc3ccccc3C3=NC(CC(=O)NCc4ccco4)C(=O)N23)cc1 (configuration not stated) | -9.2%
37 | CC1CCCCN1CCCNC(=O)Cn1ncc2c3ccccc3n(Cc3ccccc3F)c2c1=O (configuration not stated) | -0.6%
38 | NC(=O)C1(N2CCCCC2)CCN(C(=O)Nc2ccc(Cl)c(Cl)c2)CC1 | -3.0%
39 | CC(NC(=O)CCn1c(=O)c2cccn2c2ccc(F)cc21)c1ccccc1 (configuration not stated) | 2.9%
40 | CC(C)OCCCN1C(=O)c2[nH]nc(-c3ccccc3O)c2C1c1ccccc1F (configuration not stated) | -2.2%

As entered above:
In FLuc modulator, cpd 39 is listed with 2.9%
In FLuc modulator, cpd 40 is listed with -2.2%

Continuation.
entry | smiles | FLuc modulator
41 | COc1cccc(C(=O)Nc2cc(-c3ccccc3)nn2-c2ccccc2)c1 | ?
42 | Cc1nc(N2CCOCC2)c2c(C(=O)Nc3cccc(C(F)(F)F)c3)c(C)oc2n1 | -2.0%
43 | Cc1nc(-c2ccc(F)cc2)sc1CCNC(=O)C(=O)Nc1ccc2c(c1)OCCO2 | 2.7%
44 | CCN(CC)CCCNC(=O)c1ccc2nc(N3CCCCC3)sc2c1 | 1.0%
45 | COc1cccc(N2CCN(C3=NS(=O)(=O)C(c4ccc(C)cc4)=C3C)CC2)c1 | -3.2%
46 | CCc1ccccc1NC(=O)Cn1nc(-c2cc(C)ccc2C)c2c(c1=O)CCCC2 | -17.2%
47 | CCC(CC)c1nn2c(=O)cc(COc3ccc(NC(=O)c4ccc(C)cc4)cc3)nc2s1 | 2.5%
48 | CC(C)(C)OC(=O)N1CCC(c2c(C(=O)NCc3ccco3)cnn2-c2ccccc2Cl)CC1 | 5.0%

In the list so far, two contain an aryl thioether with sulfur outside any ring:
entry | smiles | FLuc modulator
20 | CCOc1ccc(NC(=O)CSc2cn(CC(=O)N3CCCCCC3)c3ccccc23)cc1 | -1.4%
32 | CCC(C)NC(=O)CSc1nc2c(sc3ccccc32)c(=O)n1CCc1ccc(OC)c(OC)c1 (configuration not stated) | -0.4%

Remaining list, next part.
entry | smiles | FLuc modulator
49 | COc1ccc(-c2nc(CSc3nncn4c3cc3oc(C)cc34)c(C)o2)cc1 | -2.2%
50 | Cc1cc2c(cc1S(=O)(=O)NCc1ccc(F)cc1)OCC(=O)N2 | 4.6%
51 | Cc1cccc(C(=O)Nc2nnc(S(=O)(=O)N(C)c3ccccc3C)s2)c1 | ?
52 | Cc1ccccc1-c1nnc(SCC(=O)N2CCCCC2)o1 | ?
53 | Cc1ccc(OCCCC(=O)Nc2sc3c(c2C(N)=O)CCCC3)cc1 | ?
54 | O=C(CCCn1c(=O)c2cccn2c2ccccc21)Nc1cc(C(F)(F)F)ccc1Cl | 3.8%
55 | Cc1ccccc1-c1noc(CSc2nnc(-c3ccncc3)n2-c2ccc(F)cc2)n1 | -2.0%
56 | Cc1cc(C)cc(NC(=O)N2CCC(CN3CCOCC3)CC2)c1 | -8.5%
57 | Nc1c(C(=O)Nc2ccc(C(F)(F)F)cc2)sc2nc(-c3cccs3)ccc12 | -7.7%
58 | O=C(Nc1ccc(S(=O)(=O)N2CCC(c3nc4ccccc4s3)CC2)cc1)c1ccc(F)cc1 | 0.6%
59 | Cc1ccc(NC(=O)c2cccc(NC(=O)N3CCSc4ncccc43)c2)cc1Cl | 0.5%
60 | COc1ccc(OCC(=O)Nc2cc(-c3nc4ccccc4o3)ccc2Cl)cc1 | 4.3%
61 | CC(C)(C)C1CCc2c(sc3nnn(CCOc4ccccc4)c(=O)c23)C1 (configuration not stated) | ?
62 | Cc1cccc(Cn2c(=O)n3nc(-c4ccccc4)nc3c3ccccc32)c1 | -13.2%
63 | Cc1ccc(CSc2nc3cccnc3n2Cc2ccc(C(=O)NC3CC3)cc2)cc1 | 0.379µM*
64 | CCCCN(CC)C(=O)Cn1nc(C)c2c(C)n(-c3ccccc3)nc2c1=O | 3.2%
65 | Cc1cccc(CNC(=O)c2ccc(Cn3c(SCc4cccc(F)c4)nc4cccnc43)cc2)c1 | -8.1%
66 | CCc1ccc(NC(=O)CC2C(=O)N(c3ccccc3)C(=O)N2C(C)C)cc1 (configuration not stated) | -17.8%
67 | Cc1ccc(C)c(CNC(=O)c2ccc3c(c2)nc2n3CCOC2)c1 | 4.7%
68 | COC(=O)c1scc(-c2ccc(C)cc2)c1S(=O)(=O)Nc1cc(Cl)c(OC)cc1OC | -2.2%
69 | COC(=O)c1ccccc1NC(=O)C1CCCN(C(=O)c2cnn(-c3ccc(F)cc3)c2-n2cccc2)C1 (configuration not stated) | -10.7%
70 | CCOc1ccccc1NC(=O)CSc1nc2cc(OC)c(OC)cc2c2nc(-c3ccccc3)nn12 | -5.2%
71 | CCOC(=O)c1cc(-c2ccc(OC)cc2)n(CCC(=O)Nc2cccc(C(C)=O)c2)c1C | -9.4%
72 | COc1ccc(N2CCN(c3ncnc4c3cnn4-c3ccc(C)c(Cl)c3)CC2)cc1 | 4.7%
73 | CCCc1cc(=O)[nH]c(Nc2ccc(C(=O)O)cc2)n1 | -8.7%
74 | COc1ccc(CCNC(=O)Cn2c(=O)cc(C(F)(F)F)c3c(C)nn(C)c32)c(OC)c1 | 7.1%
75 | Cc1ccc(Nc2c(-c3ccc(N4CCOCC4)cc3)nc3ccc(Cl)cn23)cc1 | ?
76 | O=C(NCCc1csc(-c2ccc(Cl)cc2)n1)c1cccs1 | ?
77 | COc1ccc(S(=O)(=O)N(CC(=O)Nc2cccc(C)c2)c2ccc(C)cc2)cc1OC | -2.9%
78 | CCOC(=O)c1ccc(NC(=O)C2=C(C)C(=O)OC23CCCCCC3)cc1 | 0.6%
79 | Cc1ccc(C2CC(=O)n3nc(-c4ccc(Cl)cc4)nc3S2)cc1 (configuration not stated) | ?
80 | CCOc1ccc(NC(=O)C2CCCN(c3nnc(C)c4c(C)n(-c5ccccc5)nc34)C2)cc1 (configuration not stated) | -8.6%
81 | COc1ccc(Br)cc1CNCc1c(C(=O)O)c(C)n(Cc2ccccc2C)c1C | ?
82 | CCC(C)Nc1ncnc2c1cnn2-c1ccc(F)cc1 (configuration not stated) | 6.75µM*
83 | COC(=O)c1ccc(NS(=O)(=O)c2ccc3[nH]c4c(c3c2)CCCCC4)cc1 | -15.0%
84 | COCCn1c(CNC(=O)c2ccc(C)cc2)nc2cccnc21 | -1.6%
85 | Cc1ccc(C)c(N2CCN(C(=O)C3CCN(Cc4nc(-c5cccc(Cl)c5)oc4C)CC3)CC2)c1 | -19.4%
86 | CCOc1ccc(/C=C/c2nc(C#N)c(NCc3ccc(OC)cc3)o2)cc1 | 4.8%
87 | CCOC(=O)c1scc(-c2ccc(C)cc2)c1S(=O)(=O)Nc1cc(Cl)ccc1OC | -1.1%
88 | COc1ccc(Cl)cc1Nc1ncnc2c1nc1n2CCCC1 | -12.5%
89 | CCOc1ccc(S(=O)(=O)N(CC(=O)NCCSCc2ccccc2)c2ccccc2)cc1 | 0.0%
90 | CC(NC(=O)c1cc(-c2ccc(Cl)cc2)on1)c1ccccc1 (configuration not stated) | -5.9%
91 | Cc1ccc(-n2ncc3c(NC4CCCC4)ncnc32)cc1 | 0.379µM*
92 | O=C(CCOc1ccccc1)N(Cc1cccnc1)c1nc2c(F)cc(F)cc2s1 | 4.5%
93 | COc1ccc(C)c2sc(N(Cc3cccnc3)C(=O)C3CCCCC3)nc12 | 2.0%
94 | CCCOc1ccc(C2C(=O)N(C3CCCCC3)CC(=O)N2CCc2ccccc2)cc1OC (configuration not stated) | -0.9%
95 | COc1ccc(OCC(=O)Nc2c(C(=O)N3CCN(c4ccccc4)CC3)oc3ccccc23)cc1 | -0.5%
96 | O=C(CSc1nnc(-c2ccc([N+](=O)[O-])cc2)o1)Nc1ccccc1 | ?
97 | COc1ccc(OC)c(-c2cc(C(=O)Nc3ccc(C)c(C)c3)no2)c1 | -15.5%
98 | COC(=O)c1c(SC)nc2ccccc2c1OCc1cccc(C)c1 | -3.7%
99 | O=C(NCc1ccccc1Cl)c1cc(=O)[nH]c2ccc(S(=O)(=O)N3CCCCC3)cc12 | 1.0%
100 | CC(C)Oc1ccc(C(=O)Nc2ccc3oc(-c4ccncc4)nc3c2)cc1 | -19.4%
101 | COc1ccc(CCNC(=O)Cc2c(C)c3c(cc(C)c4c(C)coc43)oc2=O)cc1 | -1.3%
102 | CCCc1nn2c(=O)cc(COC(=O)c3ccc(NC(=O)C(C)Oc4ccccc4)cc3)nc2s1 (configuration not stated) | -6.1%
103 | COc1ccc2c(c1)CC(C(=O)NCCN1CCN(c3cccc(C)c3C)CC1)CO2 (configuration not stated) | -1.0%
104 | COc1cccc(NS(=O)(=O)c2ccc3[nH]cc(C(=O)NC(C)c4ccccc4)c(=O)c3c2)c1 (configuration not stated) | ?

(next part)
entry | smiles | FLuc modulator
105 | CCC(=O)Nc1cc(C)c(O)c(-c2nc3ncccc3o2)c1 | 3.4%
106 | COc1ccc(OC)c(NC(=O)c2cc3cc4ccc(C)cc4nc3s2)c1 | -0.2%
107 | CC(C)c1cnc2c(c1SCc1ccc([N+](=O)[O-])cc1)c(=O)n(C)c(=O)n2C | 1.2%
108 | O=C(c1ccc2c(c1)N(Cc1ccccc1F)C(=O)c1ccccc1S2(=O)=O)N1CCOCC1 | -3.3%
